DAX1 inh-1: DAX1 (NR0B1) inhibitors, primary screen, cell-based, HEK293, Gal4-DAX1, luciferase luminescence. hit rate 0.99% among 340,000. HEK293 Gal4-DAX1 luciferase reporter. inhibition, % at 6.75 µM. Nuclear receptor subfamily 0 group B member 1 (Homo sapiens), P51843. AID 504766, 2011;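 active means inhibition above the mean over all tested compounds plus 3 SD, cut at about 4.2% in these data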;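 further: 0% = DAX1-transfected cells with DMSO and 100% = empty-vector control cells with DMSO; inhibition shows as a rise in luminescence from relieved DAX1 repression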
Target sequence (P51843 207-470 limits assumed): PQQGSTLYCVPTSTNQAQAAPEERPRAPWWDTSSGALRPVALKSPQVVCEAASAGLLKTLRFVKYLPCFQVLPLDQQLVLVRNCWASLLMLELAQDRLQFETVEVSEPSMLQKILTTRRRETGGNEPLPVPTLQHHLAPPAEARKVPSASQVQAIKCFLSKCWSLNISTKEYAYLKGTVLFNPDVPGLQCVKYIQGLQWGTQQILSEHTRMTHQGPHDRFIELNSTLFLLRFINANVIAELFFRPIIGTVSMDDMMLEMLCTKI
PLC-beta3 inh: human PLC-beta3 inhibitors, primary screen, biochemical, fluorescence; inhibition, % at 12.2 µM; Purified PLC-beta3, fluorogenic substrate; hit rate 0.18% among 370,000; in the data active means inhibition above about 11%;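 further: 0% = median of compound wells on plate and 100% = full blocker control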
ssDAF12 agonist: S. stercoralis DAF-12 nuclear receptor activators, primary screen, cell-based, luminescence, HEK293, GRIP1 co-expression, lit1-tk-luc; HEK293 ssDAF-12/GRIP1 lit1-tk-luc reporter; % of 3 µM dafachronic acid response; AID 652126, 2013; activation, % at 6.8 µM; hit rate 1% among 370,000; Nuclear hormone receptor DAF-12 (Strongyloides stercoralis);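 active means activation above the mean over all tested compounds plus 3 SD, cut at about 0.9% in these data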;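 further: 0% = DMSO-only wells and 100% = 3 µM delta7-dafachronic acid wells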
ADAM10 inh: human ADAM10 inhibitors, primary screen, biochemical, QFRET, HTS | Disintegrin and metalloproteinase domain-containing protein 10 (Homo sapiens), O14672 | recombinant ADAM10, EDANS/DABCYL FRET peptide cleavage, 3 h | inhibition, % at 7 µM | hit rate 0.62% among 370,000;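 active means inhibition above a per-campaign cutoff equal to the mean of compounds falling between control-based bounds plus 3 SD, cut at about 20% in these data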;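 further: 0% = DMSO wells while the 100% control is not disclosed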
ADAM17 inh: ADAM17 inhibitors, primary screen, biochemical, QFRET; inhibition, % at 6.95 µM; Disintegrin and metalloproteinase domain-containing protein 17 (Homo sapiens), P78536; recombinant ADAM17, EDANS/DABCYL FRET peptide cleavage; hit rate 0.83% among 370,000;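 active means inhibition above the mean of compounds lying between control limits plus 3 SD, set per campaign, cut at about 8.5% in these data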;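 further: 0% = DMSO-only wells as the low control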
sPLA2-III inh: human group III sPLA2 inhibitors, primary screen, biochemical, QFRET, BODIPY PC-A2 liposome substrate. Group 3 secretory phospholipase A2 (Homo sapiens), Q9NZ20. QFRET BODIPY PC-A2 liposome hydrolysis, fluorescence. inhibition, % at 12.2 µM. hit rate 0.56% among 370,000;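 active means inhibition above mean plus 3 SD of compounds lying within the high and low control bounds, cut at about 19% in these data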;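 further: 0% = median of test compound wells and 100% = no enzyme DMSO wells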
Target sequence (Q9NZ20 whole entry, looked up): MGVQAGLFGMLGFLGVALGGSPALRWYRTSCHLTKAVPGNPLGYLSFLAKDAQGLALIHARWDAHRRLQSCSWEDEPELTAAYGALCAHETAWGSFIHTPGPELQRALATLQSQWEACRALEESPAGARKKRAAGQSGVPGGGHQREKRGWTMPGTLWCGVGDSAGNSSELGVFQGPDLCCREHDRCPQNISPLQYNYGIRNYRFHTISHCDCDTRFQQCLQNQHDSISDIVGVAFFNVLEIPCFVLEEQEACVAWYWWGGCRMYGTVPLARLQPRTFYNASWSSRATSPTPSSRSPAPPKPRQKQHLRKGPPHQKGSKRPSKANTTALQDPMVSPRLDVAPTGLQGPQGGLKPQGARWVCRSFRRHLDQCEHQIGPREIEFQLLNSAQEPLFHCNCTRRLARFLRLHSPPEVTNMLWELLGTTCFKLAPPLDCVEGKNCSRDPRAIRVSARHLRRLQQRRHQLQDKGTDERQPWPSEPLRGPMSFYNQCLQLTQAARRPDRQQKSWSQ
hgDAF12 agonist: H. glycines DAF-12 receptor agonists, primary screen, cell-based, luminescence, HEK293, GAL4 fusion, UAS-luciferase; hit rate 1.8% among 370,000; HEK293 GAL4-hgDAF12 UAS-luciferase reporter, agonist luminescence; normalized to butyrate control; Nuclear hormone receptor DAF-12 (Heterodera glycines), GAL4 fusion; activation, % at 6.8 µM;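 active means activation above a cutoff set at the mean of all screened compounds plus 3 SD, cut at about 10% in these data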;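 further: 0% = DMSO wells and 100% = sodium butyrate wells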
GAA850 FXN act: FXN promoter activators, primary screen, cell-based, luciferase luminescence, HEK293 lucGAA850 | HEK293 lucGAA850 FXN promoter luciferase reporter, 24 h; percent of 10 µM SAHA response | activation, % at 6 µM | hit rate 0.56% among 360,000 | AID 540364, 2011;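 active means activation above the average of all compounds screened plus 3 SD, cutoff fixed separately per campaign, cut at about 7.5% in these data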;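 further: 0% = DMSO wells and 100% = 10 µM SAHA wells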
DAX1 inh-2: DAX1 (NR0B1) inhibitors on StAR promoter, primary screen, cell-based, luminescence, SF-1 (NR5A1), full-length DAX-1 | HEK293T StAR-luciferase reporter, SF-1/DAX-1 repression relief | inhibition, % at 6.8 µM | AID 652010, 2013 | hit rate 1.1% among 370,000;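 active means inhibition above the mean over all tested compounds plus 3 SD, cut at about 3.6% in these data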;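 further: 0% = DAX-1 cells with DMSO and 100% = cells lacking DAX-1 with DMSO; higher inhibition means more luminescence from relief of DAX-1 repression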
PLCg1 inh: PLC-gamma1 enzyme inhibitors, primary screen, biochemical, fluorescence, purified enzyme. 1-phosphatidylinositol 4,5-bisphosphate phosphodiesterase gamma-1 (Homo sapiens), P19174. fluorogenic substrate. hit rate 0.84% among 370,000. inhibition, % at 12.2 µM; in the data active means inhibition above about 9.5%
hcDAF-12 act: H. contortus DAF-12 nuclear receptor activators, primary screen, cell-based, luminescence, HEK293, lit1-tk-luc reporter; AID 652067, 2013; hit rate 1.4% among 370,000; HEK293 hcDAF-12 lit1-tk-luc reporter; 0% DMSO, 100% Δ7-dafachronic acid; activation, % at 6.8 µM;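 active means activation above the mean of all tested compounds plus 3 SD, cut at about 5.5% in these data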;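 further: 100% = response to 3 µM Δ7-dafachronic acid high control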
Starred values were filed as active, the others as inactive.

Screening CC(=O)c1cccc(S(=O)(=O)N2CCC(C(=O)Nc3cccc(C(=O)NC4CC4)c3)CC2)c1 returned DAX1 inh-1 1.3, PLC-beta3 inh -3, ssDAF12 agonist -1.2, ADAM10 inh -8, ADAM17 inh 1, sPLA2-III inh 5, hgDAF12 agonist 0.2, GAA850 FXN act 0.1, DAX1 inh-2 0.2, PLCg1 inh 0 and hcDAF-12 act -1.9.
Cc1ccc(C)c(NC(=O)CN(C)C(=O)c2cc(C3CC3)nn2-c2ccccc2)c1 was read as DAX1 inh-1 0.9, PLC-beta3 inh -6, ssDAF12 agonist -1.5, ADAM10 inh -3, ADAM17 inh 2, sPLA2-III inh -4, hgDAF12 agonist 3.1, GAA850 FXN act -2.1, DAX1 inh-2 -1.4, PLCg1 inh -1 and hcDAF-12 act -0.6.
`CC(C)(C)n1nnnc1C(c1ccccn1)N1CCN(C(c2ccccc2)c2ccccc2)CC1` (centres undefined) gave DAX1 inh-1 0.7, PLC-beta3 inh -2, ssDAF12 agonist -1.2, ADAM10 inh -2, ADAM17 inh -3, sPLA2-III inh 2, hgDAF12 agonist 0.0, GAA850 FXN act 1.9, DAX1 inh-2 1.4, PLCg1 inh 0 and hcDAF-12 act -0.2.
Screening CCc1nnc(NS(=O)(=O)c2ccc(NC(=O)c3cc(Cl)ccc3OC)cc2)s1 returned DAX1 inh-1 -0.5, PLC-beta3 inh -14, ssDAF12 agonist 0.5, ADAM10 inh -11, ADAM17 inh 0, sPLA2-III inh -38, hgDAF12 agonist 2.8, GAA850 FXN act 2.4, DAX1 inh-2 0.5, PLCg1 inh -6 and hcDAF-12 act 4.0.
Screening O=C(NCCC1CCCCN1S(=O)(=O)c1ccccc1)C(=O)NCc1ccccc1F (centres undefined) returned DAX1 inh-1 -0.9, PLC-beta3 inh -2, ssDAF12 agonist -1.5, ADAM10 inh 1, ADAM17 inh -1, sPLA2-III inh 2, hgDAF12 agonist -1.6, GAA850 FXN act 1.5, DAX1 inh-2 -1.4, PLCg1 inh -2 and hcDAF-12 act -0.4.
Cn1c(=O)n(C)c2cc(/C=N/NC(=S)NCc3ccccc3)ccc21 was read as DAX1 inh-1 1.3, PLC-beta3 inh -2, ssDAF12 agonist -1.4, ADAM10 inh -9, ADAM17 inh 2, sPLA2-III inh 10, hgDAF12 agonist 0.1, GAA850 FXN act 3.0, DAX1 inh-2 0.1, PLCg1 inh -2 and hcDAF-12 act -2.4.
Cc1nc(N)sc1C(=O)Nc1ccccc1 was read as DAX1 inh-1 2.5, PLC-beta3 inh 4, ssDAF12 agonist 0.2, ADAM10 inh 6, ADAM17 inh 6, sPLA2-III inh 6, hgDAF12 agonist 8.3, GAA850 FXN act 5.4, DAX1 inh-2 1.7, PLCg1 inh 7 and hcDAF-12 act 4.6.
COc1ccc(/C=N/NC(=O)c2cc(C)oc2C)cc1OC was read as DAX1 inh-1 3.6, PLC-beta3 inh -6, ssDAF12 agonist -1.6, ADAM10 inh -6, ADAM17 inh -1, sPLA2-III inh -2, hgDAF12 agonist 0.7, GAA850 FXN act 1.3, DAX1 inh-2 -0.1, PLCg1 inh -2 and hcDAF-12 act -1.2.
Screening Cc1ccc(S(=O)(=O)N2[C@H](CC(=O)c3ccccc3)OC[C@@H]2C)cc1 returned PLC-beta3 inh 2, ssDAF12 agonist -0.9, ADAM10 inh -3, ADAM17 inh -2, sPLA2-III inh -6, hgDAF12 agonist 3.1, DAX1 inh-2 0.2, PLCg1 inh 2 and hcDAF-12 act -0.5.
For CC1CCC(NC(=O)C(C)N2C(=O)C3CCCCC3C2=O)CC1 (centres undefined) the results were DAX1 inh-1 1.1, PLC-beta3 inh -2, ssDAF12 agonist -1.0, ADAM10 inh -1, ADAM17 inh 1, sPLA2-III inh 0, hgDAF12 agonist 1.6, GAA850 FXN act 0.1, DAX1 inh-2 -0.3, PLCg1 inh 0 and hcDAF-12 act 1.9.
Screening O=C(NC1c2ccccc2-c2ccccc21)c1ccccc1 returned DAX1 inh-1 -0.6, PLC-beta3 inh -1, ssDAF12 agonist -1.2, ADAM10 inh 11, ADAM17 inh 0, sPLA2-III inh 4, hgDAF12 agonist -0.9, GAA850 FXN act 0.3, DAX1 inh-2 0.1, PLCg1 inh 2 and hcDAF-12 act 2.5.
COc1ccc(NC(=O)C2=CN3CCS(=O)(=O)N=C3C=C2)c(OC)c1 was read as DAX1 inh-1 -0.3, PLC-beta3 inh -6, ssDAF12 agonist -0.8, ADAM10 inh -17, ADAM17 inh -7, sPLA2-III inh 13, hgDAF12 agonist -2.3, GAA850 FXN act 1.0, DAX1 inh-2 -0.1, PLCg1 inh 3 and hcDAF-12 act 0.8.
`Cc1ccc2[nH]c(=S)cc(C)c2c1` gave DAX1 inh-1 -0.5, PLC-beta3 inh -2, ssDAF12 agonist -0.9, ADAM10 inh -15, ADAM17 inh -2, sPLA2-III inh 2, hgDAF12 agonist -1.6, GAA850 FXN act 1.3, DAX1 inh-2 1.1, PLCg1 inh -3 and hcDAF-12 act 0.3.
Screening Cc1ccc(S(=O)(=O)CCC(=O)OCC(=O)NCCc2ccc(F)cc2)cc1 returned DAX1 inh-1 0.7, PLC-beta3 inh -3, ssDAF12 agonist -1.1, ADAM10 inh 4, ADAM17 inh -1, sPLA2-III inh 2, hgDAF12 agonist -1.2, GAA850 FXN act 0.6, DAX1 inh-2 1.1, PLCg1 inh 2 and hcDAF-12 act -0.2.
CCC(=O)c1ccc(OCC(=O)OCC(=O)NCCC2=CCCCC2)cc1 was read as DAX1 inh-1 1.8, PLC-beta3 inh -4, ssDAF12 agonist -1.1, ADAM10 inh 0, ADAM17 inh -1, sPLA2-III inh -2, hgDAF12 agonist 0.8, GAA850 FXN act 2.0, DAX1 inh-2 0.5, PLCg1 inh 0 and hcDAF-12 act -0.6.
`CC(=O)NC(Cc1ccc(F)cc1)C(=O)NC1CCN(C(=O)Nc2ccc(F)cc2)CC1` (centres undefined) gave DAX1 inh-1 0.9, PLC-beta3 inh -5, ssDAF12 agonist -1.2, ADAM10 inh -3, ADAM17 inh -2, sPLA2-III inh 3, hgDAF12 agonist 0.9, GAA850 FXN act -2.5, DAX1 inh-2 -0.1, PLCg1 inh 1 and hcDAF-12 act -0.9.
For COc1ccc(-c2cn[nH]c2-c2ccc(OCc3ccc(F)cc3)cc2O)cc1OC the results were DAX1 inh-1 -3.2, PLC-beta3 inh -9, ssDAF12 agonist -2.0, ADAM10 inh 19, ADAM17 inh 6, sPLA2-III inh -46, hgDAF12 agonist -5.2, GAA850 FXN act -0.2, DAX1 inh-2 -2.0, PLCg1 inh 3 and hcDAF-12 act -2.1.
`CCC(c1nnnn1CCOC)N(Cc1ccc(C)cc1)Cc1cc2cc(OC)ccc2[nH]c1=O` (centres undefined) gave DAX1 inh-1 1.9, PLC-beta3 inh -150, ssDAF12 agonist -0.5, ADAM10 inh -197, ADAM17 inh -58, sPLA2-III inh 2, hgDAF12 agonist 2.8, GAA850 FXN act -13, DAX1 inh-2 0.5, PLCg1 inh -122 and hcDAF-12 act 1.2.
Screening COC(CNC(=O)[C@H](Cc1ccccc1)NC1(C(=O)NC2CCCCC2)CCCC1)OC returned PLC-beta3 inh 10, ssDAF12 agonist -1.4, ADAM10 inh 3, ADAM17 inh 2, sPLA2-III inh 8, hgDAF12 agonist -0.6, PLCg1 inh 9.8* and hcDAF-12 act -1.1.
Screening CCCCNC(=O)CSc1nnc(-c2cccc(S(=O)(=O)N3CCOCC3)c2)o1 returned DAX1 inh-1 0.4, PLC-beta3 inh -5, ssDAF12 agonist -0.9, ADAM10 inh -5, ADAM17 inh 1, sPLA2-III inh 0, hgDAF12 agonist 3.2, GAA850 FXN act -0.4, DAX1 inh-2 -1.3, PLCg1 inh 3 and hcDAF-12 act 0.4.

Continued, starting with the last 2 of the part before.
Screening COC(CNC(=O)[C@H](Cc1ccccc1)NC1(C(=O)NC2CCCCC2)CCCC1)OC returned PLC-beta3 inh 10, ssDAF12 agonist -1.4, ADAM10 inh 3, ADAM17 inh 2, sPLA2-III inh 8, hgDAF12 agonist -0.6, PLCg1 inh 9.8* and hcDAF-12 act -1.1.
Screening CCCCNC(=O)CSc1nnc(-c2cccc(S(=O)(=O)N3CCOCC3)c2)o1 returned DAX1 inh-1 0.4, PLC-beta3 inh -5, ssDAF12 agonist -0.9, ADAM10 inh -5, ADAM17 inh 1, sPLA2-III inh 0, hgDAF12 agonist 3.2, GAA850 FXN act -0.4, DAX1 inh-2 -1.3, PLCg1 inh 3 and hcDAF-12 act 0.4.
For CC(=O)c1cccc(NC(=O)COC(=O)CCC(=O)c2cccs2)c1 the results were DAX1 inh-1 0.2, PLC-beta3 inh -10, ssDAF12 agonist -1.1, ADAM10 inh -9, ADAM17 inh 1, sPLA2-III inh 0, hgDAF12 agonist -0.2, GAA850 FXN act 0.3, DAX1 inh-2 -1.1, PLCg1 inh -2 and hcDAF-12 act -0.8.
O=C(/C=C/c1cccc(Cl)c1)OCC(=O)c1ccc[nH]1 was read as DAX1 inh-1 -0.6, PLC-beta3 inh -1, ssDAF12 agonist -0.7, ADAM10 inh 0, ADAM17 inh -4, sPLA2-III inh 13, hgDAF12 agonist -1.0, GAA850 FXN act -1.5, DAX1 inh-2 -0.1, PLCg1 inh 0 and hcDAF-12 act -1.8.
`Cc1ccc(OCC(=O)OC2CCCN(C)C2)cc1` (centres undefined) gave DAX1 inh-1 1.1, PLC-beta3 inh 0, ssDAF12 agonist -0.8, ADAM10 inh 0, ADAM17 inh 1, sPLA2-III inh 0, hgDAF12 agonist 3.7, GAA850 FXN act -1.4, DAX1 inh-2 -0.2, PLCg1 inh 2 and hcDAF-12 act 0.5.
`C/C(=C\c1ccccc1)C(=O)N1CCN(Cc2ccc3c(c2)OCO3)CC1` gave DAX1 inh-1 0.1, PLC-beta3 inh -8, ssDAF12 agonist -1.4, ADAM10 inh -5, ADAM17 inh -6, sPLA2-III inh -2, hgDAF12 agonist 0.7, GAA850 FXN act 0.3, DAX1 inh-2 -0.5, PLCg1 inh -1 and hcDAF-12 act -1.9.
